# Assay outcomes deposited in PubChem BioAssay by Sanford-Burnham Center for Chemical Genomics.
# XBP1 UPR activ: adaptive UPR (XBP1) activation; hit rate 0.33% among 330,000; activation, % at 20 µM; CHO-XBP1 luciferase reporter, IRE1-XBP1 UPR activation, luminescence; percent of tunicamycin response, DMSO as zero; AID 463104;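 active = versus positive control, 20 µM dose yields 30% or more activation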;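 also: 100% = tunicamycin at 10 µg/mL and 0% = DMSO only wells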
#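 assay system = CHO-XBP1 luciferase reporter cells | amount = 1000 cells/well | buffer or medium = F12 plus 10% FBS | compound dosing = single point, 20 µM final compound, 1% DMSO | incubation = 16-18 h cell attachment at 37 °C, then 6 h compound exposure | detection = Steady-Glo luminescence read | controls = tunicamycin 10 µg/mL and vehicle-only wells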
# UPR CHOP act: apoptotic UPR (CHOP) activation | CHO-CHOP luciferase reporter, luminescence; percent of tunicamycin response over DMSO baseline | activation, % at 10 µM | hit rate 0.34% among 330,000 | AID 449763;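 active = at 10 µM dose, activation of 40% or more, normalized to positive control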;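 also: 100% = tunicamycin at 10 µg/mL and 0% = DMSO alone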
#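 Material: CHO-CHOP cells, stable luciferase reporter of PERK-eIF2a-CHOP signalling; quantity: 500 reporter cells seeded per well; buffer or medium: F12 medium containing 10% fetal bovine serum; compound: one dose, 10 µM in 0.5% DMSO; incubation: 6 h compound treatment, 37 °C; measured by: Steady-Glo luciferase luminescence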
# Mdm2-MdmX inh: inhibitors of human Mdm2/MdmX interaction; O15151+Q00987; SaOS-2 split-luciferase Mdm2/MdmX complementation, luminescence; inhibition, % at 8 µM; hit rate 3% among 330,000;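 active = inhibition of at least 50% at 8 µM in the primary screen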
# Target sequence (O15151 whole entry, looked up): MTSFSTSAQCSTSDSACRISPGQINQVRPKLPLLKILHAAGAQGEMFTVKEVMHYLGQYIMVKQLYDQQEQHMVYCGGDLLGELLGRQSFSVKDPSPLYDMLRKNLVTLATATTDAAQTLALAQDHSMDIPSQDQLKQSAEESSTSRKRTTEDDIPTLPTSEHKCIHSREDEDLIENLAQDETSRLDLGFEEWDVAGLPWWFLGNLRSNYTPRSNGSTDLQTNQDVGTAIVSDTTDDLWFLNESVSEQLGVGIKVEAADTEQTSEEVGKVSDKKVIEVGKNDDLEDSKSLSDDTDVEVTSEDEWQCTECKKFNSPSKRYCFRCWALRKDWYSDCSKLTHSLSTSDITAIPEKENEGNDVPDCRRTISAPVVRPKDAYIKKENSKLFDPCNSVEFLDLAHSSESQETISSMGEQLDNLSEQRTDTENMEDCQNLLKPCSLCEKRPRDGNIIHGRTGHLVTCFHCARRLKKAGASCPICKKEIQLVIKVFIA
# Target sequence (Q00987 whole entry, looked up): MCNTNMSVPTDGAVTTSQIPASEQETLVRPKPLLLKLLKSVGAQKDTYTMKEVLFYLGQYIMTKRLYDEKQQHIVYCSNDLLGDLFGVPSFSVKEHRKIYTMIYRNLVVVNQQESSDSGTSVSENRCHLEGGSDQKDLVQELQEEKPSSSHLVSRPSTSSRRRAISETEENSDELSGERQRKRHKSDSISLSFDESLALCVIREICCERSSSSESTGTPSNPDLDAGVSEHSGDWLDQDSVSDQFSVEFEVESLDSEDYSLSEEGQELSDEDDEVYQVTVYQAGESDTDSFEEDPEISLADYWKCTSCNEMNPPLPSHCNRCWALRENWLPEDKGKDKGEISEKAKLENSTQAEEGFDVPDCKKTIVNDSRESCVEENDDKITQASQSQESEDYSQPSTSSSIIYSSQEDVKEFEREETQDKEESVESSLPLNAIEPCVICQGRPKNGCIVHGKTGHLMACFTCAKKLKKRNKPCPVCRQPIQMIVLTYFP
# TIM10 inh: inhibits growth of TIM10 yeast strain. S. cerevisiae TIM10 strain growth, BacTiter-Glo luminescence, 24 h. inhibition, % at 10 µM. hit rate 1.4% among 330,000;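 active = inhibition of 40% or more at the single tested concentration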;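 also: wild-type TIM10 isogenic control strain grown at permissive 25 °C; 0% = DMSO yeast wells and 100% = minimal medium wells without yeast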
# tim10-1 inh: inhibits growth of tim10-1 mutant yeast. hit rate 2.2% among 330,000. inhibition, % at 20 µM. S. cerevisiae tim10-1 ts strain growth, BacTiter-Glo, 24 h;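 active = inhibition of at least 40%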;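 also: mutant grown at 25 °C; 0% = DMSO wells with yeast and 100% = wells holding no yeast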
# tim23-1 inh: tim23-1 yeast growth inhibition. S. cerevisiae tim23-1 growth, BacTiter-Glo luminescence, 24 h. inhibition, % at 20 µM. hit rate 1.3% among 330,000. AID 463212;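 active = growth inhibition of the mutant yeast at or above 50%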;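 also: temperature-sensitive mutant grown at 25 °C; plate controls were DMSO-treated mutant yeast for no effect and medium wells lacking yeast for full effect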
# 697 NFkB inh: lowers PMA/ionomycin-induced NF-kB signal in 697 B cells; 697 B-cell NF-kB luciferase reporter, 16 h; inhibition, % at 4 µM; hit rate 0.33% among 330,000; AID 435022; in the data active = inhibition above about 35%
# Jurkat NFkB inh: inhibitors of the PMA/ionomycin-induced NF-kB reporter in Jurkat cells; PMA/ionomycin-induced NF-kB luciferase reporter, luminescence; inhibition, % at 4 µM; hit rate 0.53% among 330,000; in the data active = inhibition above about 50%
# * marks the source's active call; other numbers are inactive results.
SMILES,XBP1 UPR activ,UPR CHOP act,Mdm2-MdmX inh,TIM10 inh,tim10-1 inh,tim23-1 inh,697 NFkB inh,Jurkat NFkB inh
Cc1cnn(-c2ccc3nnc(-c4ccc(Br)cc4)n3n2)c1,2.3,4.3,33.3,21.3,15.9,2.5,12.5,9.1
Cc1onc(-c2ccccc2)c1-c1ccnc(N)n1,-0.2,2.5,7.0,-29.3,-44.3,-7.5,-3.3,4.1
Cn1nnnc1Sc1ncnc2scc(-c3ccc(Br)cc3)c12,99.6*,18.4,99.2*,21.2,20.4,67.6*,-79.4,5.7
CCN1CCN(C(=O)COCc2cc(-c3ccc4c(c3)OCO4)on2)CC1,-2.8,0.7,-3.6,15.6,-5.6,4.0,-34.3,-6.2
CN(CCNC(=O)c1ccc(CS(=O)(=O)c2ccc(Br)cc2)o1)CCc1ccccc1,-9.9,3.0,25.4,-4.8,17.1,9.9,3.3,8.4
CCCc1cc(C(=O)N(C2CCCCC2)C2CCCCC2)no1,-1.7,0.2,-4.6,8.8,27.8,29.8,8.7,-13.4
COc1ccc(COC(=O)c2ccc(C)c(S(=O)(=O)N3CCOCC3)c2)cc1F,4.1,1.2,-17.4,1.7,2.4,12.6,-3.4,2.0
N#Cc1c(-c2cccs2)nc(SCC(=O)c2ccc(Br)cc2)[nH]c1=O,-1.8,-2.0,14.7,0.8,22.2,29.2,-6.6,-5.5
CCCOc1ccc(/C(CC)=N/NC(=O)C2(C)CC2(Br)Br)cc1 (stereo unspecified),0.5,3.7,23.9,22.0,15.1,15.0,-22.5,-7.6
COC(=O)c1sc(-c2ccc(C(C)(C)C)cc2)cc1NC(=O)COCC(=O)O,7.2,2.4,19.7,6.5,9.2,10.0,-33.6,0.2
CCN1C(=O)c2cccc3c(S(=O)(=O)Nc4ccc(OC)cc4OC)ccc1c23,-1.8,-3.8,26.2,5.3,27.5,24.5,-5.2,-1.5
CC(C)(C)OC(=O)C[C@@H]1C/C=C\C[C@H](CC(=O)N(CCO)Cc2ccccc2)C(=O)NC[C@H](c2ccccc2)OC1=O,-3.0,1.1,8.8,-0.6,1.8,6.4,11.3,-10.9
CCCc1cc(=O)[nH]c(SCc2nc3ccccc3o2)n1,7.0,0.0,12.2,12.7,6.5,14.1,-1.8,15.5
Nc1cccc(CCc2nc3ccccc3[nH]2)c1,-0.8,0.9,-30.8,-8.9,5.7,5.2,-14.1,-39.7
O=C(O)CNC(=O)c1ccccc1F,-7.2,-1.7,-20.6,1.1,3.0,7.6,1.0,-1.6
COc1ccc(Nc2nc(N)c3ccccc3n2)c(OC)c1,1.8,3.5,-64.0,3.5,-1.8,5.0,-40.9,-93.3
O=C(NCCCn1ccnc1)c1cn(-c2ccccc2)nc1-c1ccccc1,-4.2,-0.7,8.8,-6.3,3.4,9.4,-10.4,5.3
CN(CCCCCCN(C)Cc1ccccc1O)Cc1ccccc1O,-3.0,0.9,14.5,0.5,-1.1,-5.9,-13.7,-7.7
CCc1ccc(NC(=O)NNC(=O)CCc2ccccc2)cc1,-6.2,2.2,8.9,-3.3,-3.0,12.4,18.7,6.0
Cc1cc(C)cc(Oc2coc3cc(OC(=O)c4cccs4)ccc3c2=O)c1,-6.9,-1.9,11.9,23.6,19.2,24.5,23.7,10.7
NS(=O)(=O)c1ccc(NC(=O)COC(=O)CNC(=O)C23CC4CC(CC(C4)C2)C3)cc1,-3.5,-0.2,-3.0,-2.9,-0.1,14.3,-13.9,0.4
CCCSc1nnc(-c2c[nH]c3ccccc23)n1CC,-0.8,2.3,9.7,-6.4,19.5,16.4,-1.3,-6.0
CN(C)CCNc1oc(-c2cccc(Cl)c2)nc1C#N,3.1,-1.8,7.3,-3.8,7.0,4.2,4.6,6.4
CCCCCCCCS(=O)CCC(=O)O (stereo unspecified),-2.6,0.0,10.7,-0.3,-11.5,-1.9,12.3,6.7
Cc1occc1-c1nnc(SCC(=O)N2c3ccccc3CCc3ccccc32)n1C,-3.0,0.2,5.7,-12.4,27.9,6.4,-13.2,-21.6
Cc1cccc(NC(=S)N/C(=N/S(=O)(=O)c2ccccc2)c2ccccc2)c1,1.0,3.8,-3.7,26.0,42.1*,19.9,-35.5,-26.1
Cc1nc(SCC(=O)Nc2ccccn2)n[nH]1,-0.6,0.9,-19.7,1.3,-3.9,0.3,5.9,-13.0
CCCCc1ccc(NC2=NCC(=O)N2CCc2ccccc2)cc1,-3.0,-2.8,14.5,14.1,-5.5,21.1,-9.9,-7.9
COc1cc(OC)cc(C(=O)NCC(=O)N2CCN(Cc3ccccc3)CC2)c1,-3.3,1.1,9.7,-6.0,-13.2,-4.3,6.4,4.8
COc1ccc(CCN2C(=O)N(c3ccc(OC)cc3)C(=O)C2CC(=O)Nc2ccccc2)cc1 (stereo unspecified),-3.4,-0.6,9.4,18.9,32.3,36.5,0.0,-1.5
COC(=O)c1c(C(=O)OC)c(-c2ccc(OC)cc2)n2c1CS(=O)(=O)C2,-5.4,-2.4,23.4,6.9,12.3,12.6,12.7,3.7
O=C(NCC(c1ccccc1)N1CCCC1)C1CCN(C(=O)Nc2ccccc2)CC1 (stereo unspecified),-1.5,1.4,-22.0,13.1,7.5,16.9,-32.1,-14.4
CC1Cn2c(nnc2-c2cccs2)S1 (stereo unspecified),-4.6,0.0,-9.1,1.9,11.8,3.3,9.5,4.7
O=[N+]([O-])c1cnn(-c2nc(-c3cccs3)cc(C(F)(F)F)n2)c1,1.0,1.8,-7.5,-9.9,6.7,3.5,14.6,5.0
C=CCOC(=O)C1=C(C)NC(SCC(=O)N(CC)CC)=C(C#N)C1c1ccco1 (stereo unspecified),0.7,-3.4,19.9,-11.6,18.6,7.5,-1.7,-28.3
CCOC(=O)N1CCN(C(=O)c2oc3ccc(S(=O)(=O)N(CC)CC)cc3c2C)CC1,-1.2,-0.5,10.8,0.7,25.7,24.0,-10.4,7.4
CS(=O)(=O)N(CC(=O)O)c1cc(C(F)(F)F)ccc1Cl,1.1,1.7,18.6,-5.9,-8.0,14.5,16.5,8.4
CCOC(=O)c1nnn(-c2nonc2N)c1CSc1ccccn1,-2.0,-0.1,26.3,-13.3,13.7,13.4,-5.8,-11.1
COc1cc(C2NC(=O)N(C)C3=C2C(=O)CCC3)cc(OC)c1OC (stereo unspecified),-2.6,-1.0,-25.4,-5.6,5.0,14.1,8.7,-11.7
C/C=C/C=C(/NC(=O)c1ccccc1)C(=O)Nc1ccccc1,-2.3,-0.6,27.7,-8.9,-5.9,4.8,23.9,-2.7

# Molecules above with bromine, in the order listed:
SMILES,XBP1 UPR activ,UPR CHOP act,Mdm2-MdmX inh,TIM10 inh,tim10-1 inh,tim23-1 inh,697 NFkB inh,Jurkat NFkB inh
Cc1cnn(-c2ccc3nnc(-c4ccc(Br)cc4)n3n2)c1,2.3,4.3,33.3,21.3,15.9,2.5,12.5,9.1
Cn1nnnc1Sc1ncnc2scc(-c3ccc(Br)cc3)c12,99.6*,18.4,99.2*,21.2,20.4,67.6*,-79.4,5.7
CN(CCNC(=O)c1ccc(CS(=O)(=O)c2ccc(Br)cc2)o1)CCc1ccccc1,-9.9,3.0,25.4,-4.8,17.1,9.9,3.3,8.4
N#Cc1c(-c2cccs2)nc(SCC(=O)c2ccc(Br)cc2)[nH]c1=O,-1.8,-2.0,14.7,0.8,22.2,29.2,-6.6,-5.5
CCCOc1ccc(/C(CC)=N/NC(=O)C2(C)CC2(Br)Br)cc1 (stereo unspecified),0.5,3.7,23.9,22.0,15.1,15.0,-22.5,-7.6

# Next results.
SMILES,XBP1 UPR activ,UPR CHOP act,Mdm2-MdmX inh,TIM10 inh,tim10-1 inh,tim23-1 inh,697 NFkB inh,Jurkat NFkB inh
CCCSc1nnc(N)s1,-2.4,-0.2,-12.5,-2.3,4.0,-1.1,-21.2,2.1
CC1CCN(S(=O)(=O)c2ccc(NC(=O)CCN3C(=O)C4CC=CCC4C3=O)cc2)CC1 (stereo unspecified),-0.2,-0.8,17.2,5.1,-5.3,-4.8,9.7,1.1
COC(=O)c1cc(NC(=O)Cn2nc(C)n3cccc3c2=O)cc(C(=O)OC)c1,-0.4,-0.7,12.1,-8.0,-0.5,3.2,8.5,1.9
O=C(Nc1ccc(C(=O)N2CCOCC2)cc1)c1cccs1,-0.1,-0.7,2.2,-1.3,17.7,7.5,-26.2,-19.0
C=CCNC(=S)Nc1ccc(C(N)=O)cc1,-2.8,-0.3,-1.5,-0.4,-9.5,-7.6,5.9,9.3
Cc1cc(-c2ccc(C)c(S(=O)(=O)NCCCN3CCN(c4ccccc4F)CC3)c2)on1,-2.1,3.7,22.1,8.0,-10.6,23.3,-32.7,-0.5
O=C(NC1CCCCC1)C(=S)N1CCOCC1,-1.3,0.4,5.2,0.1,6.6,7.1,-15.4,-6.6
CCN(CC)C(=O)CNC(=O)c1nn(-c2ccc(OC)c(Cl)c2)c(=O)c2ccccc12,-1.5,-0.6,14.5,8.3,26.8,19.6,-3.8,-17.3
CCOC(=O)CCNC(=O)N1CCCC(Cc2ccccc2)(C(=O)OCC)C1 (stereo unspecified),-0.3,-0.5,4.8,-0.6,10.3,17.0,-0.4,-1.0
CN(CC(=O)Nc1ccc(F)cc1)C(=O)c1ccccc1OCc1ccc(F)cc1,-1.9,-0.7,10.4,10.9,8.8,8.7,8.0,0.1
O=C(C[C@H]1C/C=C\C[C@H](Cc2ccc(F)cc2)C(=O)O[C@@H](c2ccccc2)CNC1=O)NCCO,-0.9,0.0,3.0,4.5,-11.0,-14.2,-0.8,-14.3
COc1ccc(-n2c(Cn3c(=O)sc4ccccc43)nnc2SCC(=O)N2CCCCC2)cc1,-5.2,0.4,-14.5,8.1,8.6,-3.2,10.0,-8.6
Cc1c(N(C)C(=O)c2ccco2)c(=O)n(-c2ccccc2)n1C,1.7,0.1,20.6,3.7,9.5,-6.8,9.8,-3.4
COc1ccc(N2C(=O)C(CC(=O)Nc3ccccc3)N(Cc3ccccn3)C2=S)cc1 (stereo unspecified),-2.4,-1.9,4.0,-0.7,14.4,16.5,8.9,8.0
O=C(NC1=NCCS1)c1ccccc1Cl,-1.8,0.1,-18.0,-3.5,-8.8,-4.3,2.4,6.8
C#CCN1C(=O)C(O)(c2c(C)[nH]c3ccccc23)c2ccccc21 (stereo unspecified),-1.8,1.4,-5.0,14.3,10.8,11.5,4.1,5.2
Cc1c(NC(=O)[C@@H](NC(=O)c2ccc(Cl)c([N+](=O)[O-])c2)C(C)C)c(=O)n(-c2ccccc2)n1C,-3.6,2.1,8.9,-1.7,-5.7,2.4,1.3,8.7
COc1cccc(NC2=CC(=O)CC(C)(C)C2)c1,-1.2,1.5,11.9,-10.6,-15.7,-4.7,-0.2,-2.0
CCOc1ccc(S(=O)(=O)n2cnc3ccccc32)cc1,-5.5,-0.8,-10.2,-10.7,4.6,2.0,3.7,9.1
COc1ccc(CCNC(=O)C(=O)Nc2ccc3c(c2)OCCO3)cc1OC,-1.6,1.0,1.1,-13.2,-3.4,-15.5,8.8,-5.1
Cc1cccc(C)c1-n1c(C)nn(-c2ncc(C(F)(F)F)cc2Cl)c1=O,-4.8,-1.2,17.6,8.5,17.2,15.8,9.2,-10.9

# 3 compounds from above with just tim23-1 inh, UPR CHOP act and Mdm2-MdmX inh.
SMILES	tim23-1 inh	UPR CHOP act	Mdm2-MdmX inh
CCOc1ccc(S(=O)(=O)n2cnc3ccccc32)cc1	2.0	-0.8	-10.2
COc1ccc(CCNC(=O)C(=O)Nc2ccc3c(c2)OCCO3)cc1OC	-15.5	1.0	1.1
Cc1cccc(C)c1-n1c(C)nn(-c2ncc(C(F)(F)F)cc2Cl)c1=O	15.8	-1.2	17.6
